ALOX12 inh: blocks human arachidonate 12S-lipoxygenase; purified 12hLO, xylenol orange hydroperoxide absorbance; 580,000 tested, 1.1% active; Potency, µM (doses to about 108 µM), for inactives: at the top dose activity change, negative = inhibition, hits mostly inhibitors; P18054; also: potency is read from the fitted curve at half-maximal effect; % is scaled to controls: 0 for no effect and ±100 for the full control effect
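Purified human 12hLO at 150 nM in 25 mM Hepes, 0.01% Triton X-100, pH 7.0, preincubated 15 min at room temperature with compound. Reaction started with 40 uM arachidonic acid, 30 min at room temperature. Hydroperoxide measured by Fe-xylenol orange, 573/405 nm absorbance ratio.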
PI4K2A block: PI4K2A (human) kinase inhibition; Q9BTU6; purified PI4K2A, ADP-Glo luminescence, 1 h; hits give low values; activity change, negative = inhibition, % at 76.9 µM; 420,000 tested, 0.13% active; AID 1346378; in the data active = activity change below about -50%; inconclusive = mostly about -30% to -49%;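 also: -100% = wells without enzyme as full effect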
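In this quantitative HTS, ADP production by PI4K2A was quantified luminescently after 1 h at ambient temperature; 100 microM adenosine served as plate-quality control.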
ERG Ets-DNA blk: blocks human ERG Ets domain binding to DNA; P11308; fluorescence polarization, His-ERG Ets domain / labelled DNA; Potency, µM (highest dose often 76.9 µM), for inactives: top-dose FP activity, negative = inhibition, hits mostly inhibitors; 370,000 tested, 0.028% active; AID 624246; active = well fitted inhibition curve with a large enough effect in the polarisation, with a control signal flat; inconclusive = small, poorly fitted or top-dose-only effect, or effect the other way, or a change in a side signal; inactive = no such curve, though single readings can be large or run the other way; the % refers to the polarisation;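 also: polarization taken with two DNA probes labelled with fluorescein and Texas red; potency is read from the fitted curve at half-maximal effect; % of control where 0% means no effect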
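His-tagged ERG Ets domain (1 uM in the protein solution; 300mM KCl, 50mM Tris-HCl, 1mM EDTA, 1mM DTT, pH 7.5) received compound, then a probe mix of 5 nM fluorescein-DNA and 100nM Texas-615-DNA. Fluorescence polarization was read for both dyes.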
GLS inhibitor: glutaminase GLS (human) inhibition; GLS enzymatic activity, qHTS titration; Potency, µM (doses to about 45.5 µM), without a hit: at the top dose activity change, negative = inhibition, actives largely listed as inhibitors; 410,000 tested, 0.21% active; AID 624170; also: potency is read from the fitted curve at half-maximal effect; % is scaled to controls: 0 for no effect and ±100 for the full control effect
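hKGA in 45 mM KH2PO4 (pH 8.2), 0.02% Tween-20 with compound, then 1mM L-Glutamine (stock as added) plus glutamate oxidase/HRP/Amplex red coupling mix. Fluorescence read initially and after 30 min at RT; signal change reflects glutamate formation.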
JMJD2A Tudor inh: inhibitors of human JMJD2A Tudor domain; O75164; AlphaScreen JMJD2A-Tudor / H3K4me3 peptide binding; Potency, µM (series often up to 114 µM), inactives show at the top dose activity change, negative = inhibition, most hits filed as inhibitors; 390,000 tested, 4.4% active; also: potency is read from the fitted curve at half-maximal effect; % is scaled to controls: 0 for no effect and ±100 for the full control effect; nearly all actives have a fitted effect of over 50% in size
Target sequence (O75164 whole entry, looked up, the tested form may be a part): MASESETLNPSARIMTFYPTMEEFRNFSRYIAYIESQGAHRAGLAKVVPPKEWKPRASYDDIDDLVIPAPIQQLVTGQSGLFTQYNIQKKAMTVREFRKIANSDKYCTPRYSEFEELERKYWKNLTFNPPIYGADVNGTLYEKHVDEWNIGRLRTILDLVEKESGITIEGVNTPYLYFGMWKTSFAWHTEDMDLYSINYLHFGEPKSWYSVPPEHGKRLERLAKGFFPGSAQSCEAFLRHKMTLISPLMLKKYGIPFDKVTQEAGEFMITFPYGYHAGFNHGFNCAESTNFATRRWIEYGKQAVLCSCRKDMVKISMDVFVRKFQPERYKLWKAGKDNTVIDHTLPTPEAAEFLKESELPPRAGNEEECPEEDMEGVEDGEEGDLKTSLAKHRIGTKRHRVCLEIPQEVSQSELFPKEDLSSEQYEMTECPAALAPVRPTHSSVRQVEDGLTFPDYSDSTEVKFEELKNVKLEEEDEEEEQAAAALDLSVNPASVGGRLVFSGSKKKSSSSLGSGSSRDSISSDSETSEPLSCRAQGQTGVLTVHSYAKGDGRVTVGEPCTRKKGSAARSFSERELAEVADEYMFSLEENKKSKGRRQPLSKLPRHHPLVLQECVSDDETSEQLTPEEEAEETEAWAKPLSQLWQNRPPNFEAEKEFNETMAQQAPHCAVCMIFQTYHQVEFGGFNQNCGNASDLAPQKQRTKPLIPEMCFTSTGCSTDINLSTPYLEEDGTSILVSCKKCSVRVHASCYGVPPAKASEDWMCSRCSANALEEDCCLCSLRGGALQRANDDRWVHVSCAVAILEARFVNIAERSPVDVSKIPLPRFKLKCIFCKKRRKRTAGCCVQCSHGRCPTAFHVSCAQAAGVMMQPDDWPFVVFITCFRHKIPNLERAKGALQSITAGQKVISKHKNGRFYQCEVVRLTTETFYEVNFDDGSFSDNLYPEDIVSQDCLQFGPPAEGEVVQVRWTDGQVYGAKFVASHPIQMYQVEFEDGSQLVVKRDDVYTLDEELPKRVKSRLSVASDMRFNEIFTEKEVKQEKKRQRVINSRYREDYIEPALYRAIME
G9a inh: G9a (human) methyltransferase inhibition; 350,000 tested, 8.8% active; Q96KQ7; G9a H3K9 monomethylation, AlphaScreen, 2 h; Potency, µM (titrated, usually from 102 µM), inactives show top-dose activity, negative = inhibition, usual class: inhibitors; also: potency is read from the fitted curve at half-maximal effect; % is scaled to controls: 0 for no effect and ±100 for the full control effect; nearly all actives have a fitted effect of over 75% in size
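Compounds were preincubated with 20 nM G9a for 15 min, after which biotinylated H3K9 peptide (500 nM) and SAM (20 uM) started a 2 h room-temperature reaction. Monomethylated product was quantified by antibody-based AlphaScreen chemiluminescence.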
RGS4 inh: human RGS4 inhibition; P49798; Transcreener GDP fluorescence polarization, RGS4-accelerated GTP hydrolysis; Potency, µM (series often up to 114 µM), for the others: top-dose activity change, negative = inhibition, hits mostly inhibitors; 390,000 tested, 0.039% active; also: potency is read from the fitted curve at half-maximal effect; % is scaled to controls: 0 for no effect and ±100 for the full control effect; nearly all actives have a fitted effect of over 75% in size; some results filed as inactive show a strong effect at the top dose
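MLSMR compounds (23 nl, pin-transferred) preincubated 10 min at room temperature with a 500nM (2x) first reagent, then RGS4 at 900nM (2x) plus Transcreener GDP mix added; fluorescence polarization (620/688 nm) read before and after 90 min at 30 °C.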
HP1b chromo inh: blocks HP1-beta chromodomain binding to methylated histone tails. AlphaScreen HP1-beta / biotin-H3K9me3 peptide binding. P83916. Potency, µM (series often up to 114 µM), without a hit: at the top dose activity change, negative = inhibition, hits mostly inhibitors. 390,000 tested, 0.56% active; also: potency is read from the fitted curve at half-maximal effect; nearly all actives have a fitted effect of over 70% in size; inactives centre near 23
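HP1-beta protein (50 nM final) preincubated 30 min at room temperature with biotinylated H3(1-18)K9me3 peptide (50 nM) in PBS pH 7.4, 0.01% Tween-20, then compound added for 30 min. AlphaScreen streptavidin donor/nickel chelate acceptor beads (10 ug/mL final), 30 min dark, luminescence read.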
BAZ2B inh: inhibitors of human BAZ2B bromodomain; AlphaScreen BAZ2B-H3K14Ac peptide displacement; Potency, µM (series often up to 114 µM), without a hit: at the highest dose activity change, negative = inhibition, hits mostly inhibitors; 360,000 tested, 4.4% active; AID 504333; also: potency is read from the fitted curve at half-maximal effect; % is scaled to controls: 0 for no effect and ±100 for the full control effect; nearly all actives have a fitted effect of over 60% in size
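BAZ2B 50 nM plus b-H3(5-23)K14Ac 50 nM, PBS pH 7.4/0.01% Tween-20, 30 min RT; compound added (max 110 uM), 30 min RT; streptavidin donor/Ni-chelate acceptor beads 10 ug/mL final, 20 min dark; AlphaScreen read.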
* hit, by the source's call; ? = inconclusive; . = not tested or not shown; & = joins results of further samples; [ ] = remark or other dose. Unless noted, calls follow the shape of the dose curve; as a rule, active = well fitted curve in the direction sought with a large enough effect; inconclusive = small, poorly fitted or top-dose-only effect, or another doubt; inactive = no such curve, though single readings can be large; an effect the other way counts as inactive or inconclusive.

structure	HP1b chromo inh	ALOX12 inh	PI4K2A block	ERG Ets-DNA blk	RGS4 inh	GLS inhibitor	BAZ2B inh	G9a inh	JMJD2A Tudor inh
Cc1cccc(NC(=O)c2sc3nc4c(cc3c2N)CN(C(C)C)CC4)c1	-19.2%	?	2.6	10.7%	-25.5%	3.5%	?	14.1µM*	50.1µM*
Cc1cc(C)c(NC(=O)CSc2nc(-c3ccc(F)cc3)nc3c2Cc2c(CO)cnc(C)c2O3)c(C)c1	33.5%	-4.6%	-1.9	1.0%	5.0%	3.5%	-5.6%	0.9%[59 µM]	-12.8%
O=C(Cc1c(F)cccc1Cl)Nc1ccccc1N1CCCCC1	55.9%[activator]	0.2%	0.2	4.2%	30.5%	7.1%	1.7%	19.2%	1.4%
COc1ccc(-n2c(C)nn(CC3CC3)c2=O)cc1	22.8%	1.8%	-1.6	-5.8%	2.5%	11.0%	-7.0%	16.1%	-10.3%
COc1ccc(-c2noc(-c3ccc(Br)o3)n2)cc1OC	33.7%	6.7%	5.9	-5.0%	-35.9%	-0.5%	-4.0%	10.8%[12.7 µM]	-6.0%
CC(=O)N1c2c(cc(Br)cc2S(=O)(=O)Nc2c(C)n(C)n(-c3ccccc3)c2=O)CC1C (stereo not drawn)	34.7%	?	3.3	9.0%	5.9%	-10.4%	-0.2%	-4.2%[59 µM]	-9.5%[57.1 µM]
COc1ccc(/C=N/n2c(=O)[nH]c3c([nH]c4ccc(Cl)cc43)c2=O)cc1CN1CCCCC1	-5.0%	193.1%[activator]	0.6	0.1%	14.2%	?	-6.6%	.	-14.6%
Clc1ncnc2scc(-c3ccc(Br)cc3)c12	51.6%[activator]	2.8%	-0.2	-11.4%	16.1%	0.8%	2.7%	6.5%[59 µM]	10.5%
Cc1ccc(-c2cc(-c3ccc4c(c3)OCO4)c(C#N)c(N)n2)o1	33.1%	?	13.4	-13.4%	?	3.5%	.	?	6.8%
N#Cc1ccc(OCc2ccc(C(=O)O)o2)cc1	29.0%	-28.1%	4.4	-5.4%	8.6%	-8.0%	-1.3%	-6.3%	0.0%
COc1ccc(C2c3c(n(C)c4ccccc34)C(=O)N2CC(=O)Nc2cccc(Cl)c2C)cc1 (stereo not drawn)	28.5%	-19.1%	-2.0	2.0%	-1.3%	-5.2%	-1.3%	4.6%[59 µM]	-6.6%
Cc1cc(C)c2cc3c(ccn3C3OC[C@H](O)[C@H](O)[C@H]3O)cc2n1 (stereo partly drawn)	16.9%	-20.1%	-0.9	-0.2%	17.6%[11.4 µM]	-5.0%	4.4%	-10.2%[12.7 µM]	-10.2%[57.1 µM]
COc1cc(/C=C2/SC(=S)NC2=O)ccc1OS(=O)(=O)c1ccc(C)cc1	?	.	-2.6	8.7%	?	?	50.1µM*	20µM*	56.2µM*
Cc1cccn2c(=O)c3cc(C(=O)NCc4ccco4)c(=N)n(C4CCCCC4)c3nc12	8.2%	.	0.5	1.0%	-6.1%	-5.6%	-35.6%	?	-24.3%
CCCNc1nc2c(c(=O)[nH]c(=O)n2C)n1CCOc1ccccc1	57.6%[activator]	0.0%	-0.4	-6.7%	-8.3%[56.9 µM]	-3.0%	-0.2%	-3.9%[2.33 µM]	-11.4%
CCC(Sc1nnc(C)n2c1cc1occc12)C(=O)Nc1ccccc1OC (stereo not drawn)	4.9%	-3.9%	-2.3	1.3%	4.9%	-2.3%	-39.0%	-7.5%[59 µM]	-21.6%
O=C(OCc1c(Cl)cccc1Cl)c1ccncc1	60.0%[activator]	-22.4%	0.5	-1.3%	-13.9%	-2.0%	13.7%	37.9%[59 µM]	24.2%
Cc1ccc(NC(=O)c2ccc(NCCN)c([N+](=O)[O-])c2)cc1	8.8%	?	-1.3	0.9%	-17.3%	0.0%	-5.7%	22.8%[59 µM]	-30.3%
CCOP(=O)(OCC)C(NC(=O)Nc1ccc(C)cc1)C(N)=O (stereo not drawn)	10.8%	0.0%	2.0	-12.2%	20.3%	3.5%	1.1%	.	?
COC(C[C@H]1O[C@H]1C(=O)[C@@H](C)OCc1ccccc1)OC	48.1%[activator]	-1.2%	-1.7	-19.3%	13.3%	-1.5%	.	.	-9.7%
S=C(NC1CC1)N1CCCc2ccccc21	19.1%	481.3%[activator]	-4.6	4.6%	-31.8%	-0.2%	-13.9%	-5.1%[0.501 µM]	-14.2%
CCOC(=O)c1c(C)cc(C)n2c1nc1ccccc12	25.6%	0.0%	3.2	1.5%	5.6%[11.4 µM]	-7.0%	8.0%	-26.2%[0.0925 µM]	5.5%[57.1 µM]
COc1ccc(OC)c(NC(=O)c2nc3ccccc3s2)c1	41.3%[activator]	-1.3%	-3.9	4.4%	1.6%	4.6%	-0.3%	-5.8%	-7.4%
COC(=O)Cc1c(C)nc2nc(NCc3ccc(Br)cc3)[nH]n2c1=O	24.2%	-13.6%	0.7	-6.6%	-0.7%	-14.6%	-5.8%	?	-20.8%
COc1ccc(C(=O)N2CCCC(CO)(Cc3ccccc3C)C2)o1 (stereo not drawn)	-17.2%	-25.6%	4.9	-5.2%	-31.4%	-8.1%	-33.8%	79.4µM*	-16.6%
CCN1C(C)=C(C)S/C1=C1\SC(=S)N(NC(C)=O)C1=O	11.5%	-28.0%	-4.6	-1.7%	16.7%	26.3%	-21.9%	-5.0%	-2.1%
Cc1noc(C)c1COc1ccc(C(=O)N2CCCC(C(F)(F)F)C2)cc1 (stereo not drawn)	27.9%	-0.3%	-0.9	13.2%	4.8%	-10.1%	-11.0%	8.3%	2.2%
COc1ccc(NC(=O)CCNS(=O)(=O)c2cccc3nonc23)cc1	14.4%&19.8%	-1.4%&0.0%	0.0&-6.0	-2.7%&-7.0%	?	3.6%&3.6%	7.3%&5.5%	-18.0%	-12.0%&-5.5%
CCC(=O)Nc1nc(OC)cc(OC)n1	6.1%	-0.8%	2.2	-4.1%	12.1%	6.8%	-2.7%	-5.6%[59 µM]	-1.5%
Brc1ccccc1-c1nnc(COc2cccc3cccnc23)o1	6.5%	487.1%[activator]	-3.1	-1.3%	-27.1%	2.9%	-31.6%	29.3%[12.7 µM]	-19.7%
O=C(c1ccc2ccccc2n1)N(CCO)Cc1ccccc1	41.3%[activator]	13.1%	-0.4	-2.6%	0.3%	2.7%	-2.1%	.	-6.1%
Cc1ccc(CNC(=O)COC(=O)CCC(=O)c2cccs2)cc1	41.3%[activator]	12.5%	0.2	-4.8%	-11.5%	-6.3%	-3.6%	23.9%	15.5%
Cc1ccc(NC(=O)Cn2nnc(C(=O)NCc3ccccc3)c2N)cc1C	19.3%	-7.0%	-3.1	5.0%	-11.7%	-4.0%	-2.9%	3.3%[12.7 µM]	-28.8%
Cc1ccc(C(C[N+](=O)[O-])Sc2ccc(N)cc2)cc1 (stereo not drawn)	-0.7%	-24.4%	3.9	-7.2%	?	?	?	39.8µM*	-26.3%
Cc1ccc(S(=O)(=O)c2c(C)nn(C(C)(C)C)c2OC(=O)c2ccco2)cc1	14.9%	98.2%[activator]	5.7	-11.5%	9.4%	8.3%	-11.4%	?	-8.6%
Cc1ccc(-c2csc(NC3OC(=O)c4ccccc43)n2)cc1 (stereo not drawn)	9.2%	-27.4%	-4.5	-5.3%	13.3%	0.4%	?	-11.2%	-30.2%
CCCCCC(=O)NC(NC(=S)N1CCOCC1)C(Cl)(Cl)Cl (stereo not drawn)	38.5%	0.0%	4.3	-0.2%	25.4%	15.2%	0.9%	6.3%[59 µM]	1.3%
[O-][n+]1onc2c1CCc1c-2nc(-c2ccccc2)n1OCc1ccccc1	22.2%	121.0%[activator]	-1.5	1.4%	-0.7%	-3.8%	-20.0%	-0.1%	-8.6%
CCOc1ccc(C(C(=O)NCCC(C)C)N(CCO)C(=O)c2snc(C(N)=O)c2N)cc1 (stereo not drawn)	34.5%	-11.5%	6.4	-8.1%	1.5%[56.9 µM]	-0.9%	0.6%	16.8%	-15.2%
CC1CN(C(=O)CCC(=O)NCc2ccc(Cl)cc2)c2ccccc2O1 (stereo not drawn)	14.1%	6.0%	6.5	-7.4%	10.7%	11.0%	-17.1%	33.7%	-30.6%
COCCNC(=O)CSc1nc(-c2cc(OC)c(OC)c(OC)c2)[nH]c1-c1ccc(Cl)cc1	-24.0%	-23.4%	0.3	2.3%	-4.1%	-0.2%	?	-25.3%[59 µM]	?
CCOC(=O)c1ccc(S(=O)(=O)N2CCN(C(=O)c3cc4ccccc4o3)CC2)cc1	1.7%	?	1.0	10.3%	-13.8%	1.1%	-6.1%	?	-21.4%
Cc1nc2cc(NCc3cccs3)ccc2n1C	1.3%	3.3%	-5.4	-4.1%	-1.9%	-26.3%	-36.3%	7.94µM*	-23.1%
Cc1coc2c(C)c3oc(=O)c(CCC(=O)NCCCN4CCOCC4)c(C)c3cc12	56.8%[activator]	-13.6%	-0.8	14.8%	-7.5%	-7.1%	?	.	-13.6%
C=CCn1c(SCC(N)=O)nc2sc3c(c2c1=O)CCC3	20.7%	-26.8%	-2.0	5.4%	-18.9%	6.8%	1.1%	.	-17.3%

Some of the compounds tested. The share of hits here may be higher or lower than overall.
